# GlmU inhibition: inhibition of mycobacterial GlmU enzyme – biochemical, glucosamine-1-phosphate acetyltransferase (AID 1376). M. tuberculosis GlmU acetyltransferase enzyme assay; higher % means a stronger effect. 0.25% of 220,000 active. inhibition, %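 (tested at 30 µM in the primary screen)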; hits with a dose series show IC50 in µM; in the data active = inhibition above about 13%; inconclusive = no clear call, values can overlap the other calls;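 note: 0% = complete reaction with vehicle and 100% = reaction without substrate; strong numbers were not always called active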
# Mtb RmlCD inh: M. tuberculosis RmlC/RmlD inhibition | P9WH09+P9WH11 | RmlC+RmlD coupled enzyme assay, percent inhibition; primary screen in compound mixtures | inhibition, % at 3.6 µM | 0.03% of 160,000 active; in the data active = inhibition mostly above about 34%, no sharp cut-off; inconclusive = no clear call, values can overlap the other calls; inactive = mostly below about 22%; note: some results filed as inactive read as strong as hits
# Target sequence (P9WH09 whole entry, looked up): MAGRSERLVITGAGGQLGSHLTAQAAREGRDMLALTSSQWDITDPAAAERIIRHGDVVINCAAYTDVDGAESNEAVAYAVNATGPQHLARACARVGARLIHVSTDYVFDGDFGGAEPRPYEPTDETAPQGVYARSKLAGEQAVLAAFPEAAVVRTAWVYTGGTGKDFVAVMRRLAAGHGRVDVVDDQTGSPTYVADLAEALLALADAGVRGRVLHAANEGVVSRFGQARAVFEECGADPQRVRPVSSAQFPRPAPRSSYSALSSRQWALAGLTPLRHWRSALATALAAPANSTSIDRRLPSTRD
# Target sequence (P9WH11 whole entry, looked up): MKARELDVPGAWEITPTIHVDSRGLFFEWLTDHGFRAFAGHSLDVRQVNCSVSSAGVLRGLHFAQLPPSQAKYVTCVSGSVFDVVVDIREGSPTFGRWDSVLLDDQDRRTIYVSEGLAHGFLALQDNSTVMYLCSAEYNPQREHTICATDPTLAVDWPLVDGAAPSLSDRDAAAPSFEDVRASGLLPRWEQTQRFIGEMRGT
# * hit, by the source's call; ? = inconclusive; nt = not tested or not shown.
SMILES,GlmU inhibition,Mtb RmlCD inh
CC(C(=O)Nc1sc2c(c1C(=O)NCC1CCCO1)CCC2)N1C(=O)c2ccccc2C1=O (stereo not drawn),-6.6%,10
CC(=O)Cc1nsc(NC(=O)c2ccccc2Cl)n1,5.2%,10
COc1ccc(NC(=O)COC(=O)c2ccc(O)cc2)c([N+](=O)[O-])c1,-4.8%,-12
Brc1ccc(-c2cn3ccccc3n2)s1,-0.3%,63
CCC1=C(OC(=O)N(CC)CC)N2C(=O)OC(=NCC(=O)OC)[C@]2(Cc2ccccc2)[C@H]2C1=CC[C@H]1C(=O)N(c3ccccc3)C(=O)[C@H]12,-2.9%,nt
O=C(CCNS(=O)(=O)c1cccc2nonc12)NC1CCCc2ccccc21 (stereo not drawn),-3.1%,-4
CC1CCN(CCCCOc2ccccc2Br)CC1,-2.8%,-13
CCOC(=O)c1oc2ccccc2c1NC(=O)c1ccc(S(=O)(=O)N2CCCC2)cc1,5.5%,-4
CC1CCN(S(=O)(=O)c2ccc3c(c2)C(=NO)c2cc(S(=O)(=O)N4CCC(C)CC4)ccc2-3)CC1,-5.8%,nt
O=C(CCn1c(=O)[nH]c2ccccc2c1=O)N1CC=C(c2ccccc2)CC1,1.1%,5
COCCNC(=S)N/N=C/c1ccc(N2CCOCC2)cc1,2.7%,-10
CCC(Sc1ccc2nnc(-c3ccc(F)cc3)n2n1)C(=O)O (stereo not drawn),2.5%,-3
O=C(c1ccc([N+](=O)[O-])cc1)N1CCN(Cc2ccccc2[N+](=O)[O-])CC1,1.0%,-13
O=C(Cc1nnc(NC(=O)Nc2ccccc2F)s1)NCc1ccccc1,3.2%,-4
O=C(CN1CCCc2ccccc21)NC(=O)NC1CCCCC1,-5.5%,-10
Cn1cccc1/C=N\NC(=O)Cc1ccc(Br)c2ccccc12,2.9%,-6
CC1=Nn2c(nc3sc4c(c3c2=O)CCCC4)SC1,5.6%,9
CC(C)N(Cc1nc(-c2ccc(Cl)cc2)no1)C(=O)CCC1CCCC1,-0.3%,7
Cc1ccc(NC(=O)N2CCCC2C(=O)NCc2cccs2)cc1 (stereo not drawn),-3.7%,nt
CCc1nc2oc3cc(OC)ccc3c(=O)c2c(=O)n1-c1ccccc1,-3.2%,10
CCOC(=O)c1cnn(-c2nc(-c3ccccc3)cs2)c1C(F)(F)F,0.8%,nt
CN1CC(C(=O)O)Cc2c1ccc1ccccc21 (stereo not drawn),1.5%,-18
Cc1nc2ccccc2c(=O)n1-c1cccnc1,9.2%,nt
O=C(Cn1c(=O)sc2ccccc21)NCc1ccccn1,1.6%,nt

# Individual results from the entries so far.
# `CN1CC(C(=O)O)Cc2c1ccc1ccccc21` (stereo not drawn) in Mtb RmlCD inh: -18
# `Cc1ccc(NC(=O)N2CCCC2C(=O)NCc2cccs2)cc1` (stereo not drawn) in GlmU inhibition: -3.7%
# `O=C(Cn1c(=O)sc2ccccc21)NCc1ccccn1` in GlmU inhibition: 1.6%
# `O=C(Cc1nnc(NC(=O)Nc2ccccc2F)s1)NCc1ccccc1` in GlmU inhibition: 3.2%

# Additional entries follow:
SMILES,GlmU inhibition,Mtb RmlCD inh
COc1ccc(C)cc1NC(=O)c1ccc([N+](=O)[O-])cc1[N+](=O)[O-],1.6%,-10
O=C(CN1C(=O)C2C3C=CC(C4CC34)C2C1=O)NCc1ccco1 (stereo not drawn),-1.1%,3
COc1ccc([N+](=O)[O-])cc1NC(=O)c1ccc(N(Cc2ccccc2Cl)S(C)(=O)=O)cc1,-1.7%,-8
COc1ccc(CCNc2ccc(C(CC(N)=O)NC(=O)c3ccc(Br)cc3)cc2[N+](=O)[O-])cc1 (stereo not drawn),1.1%,nt
COc1cc(-c2nc(N)n[nH]2)cc(OC)c1OC,4.7%,9
O=C(Nc1cccc(C(F)(F)F)c1)NC1CCCCC1,-1.1%,8
Cc1oc(-c2ccccc2)nc1Cn1cccc1C1=NC(c2ccccc2)CO1 (stereo not drawn),2.8%,?
COc1ccc2[nH]c3c(NCCN(C(C)C)C(C)C)ncnc3c2c1,-6.3%,12
COc1ccc(/C=N/NS(=O)(=O)c2ccc(C)cc2)cc1OC(=O)c1ccccc1,-0.7%,5
CC(=O)c1cccc(N(CC(=O)NCC2CCCO2)C(=O)CCC(=O)Nc2cc(C)on2)c1 (stereo not drawn),2.0%,4
Cc1ccc(CN2CCN(Cc3ccc(-n4cccn4)cc3)CC2CCO)cc1 (stereo not drawn),1.4%,12
O=C(COc1ccc2ccccc2c1)N/N=C/C1CC=CCC1 (stereo not drawn),-3.6%,-8
CCc1ccc(N(CC(=O)O)S(=O)(=O)c2c(C)noc2C)cc1,4.2%,-5
Cc1nc2c(-c3ccc(F)cc3)c(C)nn2c(C)c1CCC(=O)N1CCN(c2ccc(F)cc2)CC1,-4.6%,nt
OCc1cc(C(O)CNCCCCCCOCCCCc2ccccc2)ccc1O (stereo not drawn),-4.2%,-12
Cn1c([N+](=O)[O-])cnc1COC(N)=O,-6.7%,nt
Cc1nccn1CC(=O)N/N=C/c1ccc(O)c(O)c1,-0.3%,109
CN(C)S(=O)(=O)c1ccc(Cl)c(NC(=O)COC(=O)/C=C/c2ccco2)c1,2.0%,4
NC(=O)Cc1nc(-c2ccc([N+](=O)[O-])cc2)cs1,2.8%,6
CCN(CC(=O)NCc1ccccc1Cl)CC(=O)Nc1c(F)cccc1F,2.6%,-51
CCc1nccn1S(=O)(=O)c1ccc(Br)cc1Br,2.7%,7
Cc1ccc2[nH]c(C(=O)O)c(NC(=O)CN3CCN(c4cccc(C)c4C)CC3)c2c1,6.5%,nt
CCOCCCn1c(=S)[nH]c2cc3c(cc2c1=O)OCO3,nt,1
COCCn1c(SCCN2CCCCC2)nc2ccccc2c1=O,-4.1%,-11
Cc1ccc(-n2[nH]c(C)c(/C=N/N3C(=O)c4cccc5cccc(c45)C3=O)c2=O)cc1,2.7%,-6
COC(=O)C1=C(C)N=C2SCCC(=O)N2C1/C=C/c1ccccc1 (stereo not drawn),7.9%,nt
O=C(OCC(=O)N1CCCC1)c1ccc(S(=O)(=O)N2CCOCC2)cc1,0.0%,3
COc1ccc(N2CCN(C(=O)CC3NC4CCCCC4NC3=O)CC2)cc1 (stereo not drawn),7.8%,nt
CCN1CCN(c2nc3c(c(=O)[nH]2)CCCC3)CC1,0.9%,5
COc1ccc(-c2noc(-c3ccccc3-c3ccccc3)n2)cc1OC,nt,9
CCSc1nnc(NC(=O)C(CC)Oc2ccccc2)s1 (stereo not drawn),2.2%,6
COC(=O)c1ccccc1NC(=O)CN(Cc1ccc(Cl)cc1)S(C)(=O)=O,-0.4%,nt
O=C(NNC(=O)C12CC3CC(CC(C3)C1)C2)c1ccccn1,4.2%,-4
COc1ccccc1CNC(=O)C1CCC(CNc2c(N3CCC(C)CC3)c(=O)c2=O)CC1 (stereo not drawn),-5.2%,4
CCOC(CNC(=O)c1ccc(N2CCc3ccccc32)c([N+](=O)[O-])c1)OCC,-1.1%,-12
CCOC(=O)c1sc(NC(=O)CSc2nc3c(c(=O)n2-c2ccc(F)cc2)SCC3)c(C(=O)OCC)c1C,-6.1%,nt

# Part of the list above in order of heavy-atom count, highest first.
SMILES,GlmU inhibition,Mtb RmlCD inh
COc1ccccc1CNC(=O)C1CCC(CNc2c(N3CCC(C)CC3)c(=O)c2=O)CC1 (stereo not drawn),-5.2%,4
COC(=O)c1ccccc1NC(=O)CN(Cc1ccc(Cl)cc1)S(C)(=O)=O,-0.4%,nt
CCSc1nnc(NC(=O)C(CC)Oc2ccccc2)s1 (stereo not drawn),2.2%,6
CCN1CCN(c2nc3c(c(=O)[nH]2)CCCC3)CC1,0.9%,5

# New compounds follow.
SMILES,GlmU inhibition,Mtb RmlCD inh
CCOc1ccc(N2C(=O)S/C(=C\c3cccn3C)C2=O)cc1,9.6%,23
CC1(C)CC(=O)C2=C(C1)OC(c1ccncc1)C(C#N)=C2N (stereo not drawn),2.7%,nt
CC1CCCN(c2ccc(C(=O)NCc3cccs3)cn2)C1 (stereo not drawn),3.8%,7
O=C(CCN1C(=O)C2C3C=CC(C3)C2C1=O)NC1CCCc2ccccc21 (stereo not drawn),-1.0%,-3
COc1ccc(/C=C2/SC(=O)NC2=O)cc1,4.0%,3
Cc1ccc(C(=O)O/N=C/c2c(C)nn(C)c2Cl)cc1,0.8%,-13
O=C(N/N=C\C=C\c1ccco1)c1cc(-c2ccc3ccccc3c2)n[nH]1,11%,5
COC(=O)CSc1n[nH]c(-c2cccnc2)n1,-0.9%,15
CC1CCc2sc3ncn4nc(C(=O)NCc5ccco5)nc4c3c2C1 (stereo not drawn),nt,0
CC(C)(C)C(=O)Cn1ncc(Cl)c(Cl)c1=O,3.5%,8
O=C1CC(Cc2ccccc2)C(=O)N1c1ncccn1 (stereo not drawn),1.3%,nt
CCN(CC)S(=O)(=O)c1ccc2[nH]cc(C(=O)NCCCN3CCCCC3)c(=O)c2c1,-0.1%,nt
COc1cccc(C(=O)N(c2ccccc2)C2C=CS(=O)(=O)C2)c1 (stereo not drawn),1.8%,4
Cc1ccc(-c2nnc(N3CCOCC3)c3ccccc23)cc1S(=O)(=O)NCc1cccnc1,-2.3%,8
O=C(CCc1nc(-c2ccc(Cl)cc2)no1)NCC1CCCO1 (stereo not drawn),-2.9%,-5
Nc1nnc(CCS(=O)(=O)c2cc(Cl)ccc2Cl)s1,6.8%,nt
CCOc1ccc2nc(NCCNC(=O)Nc3cccc(C)c3)c(C#N)cc2c1,-1.5%,-12
O=C1O/C(=C/c2ccccc2)c2ccccc21,-1.9%,nt
CCOC(=O)c1sc2c(c1C)c(=O)c(C(=O)OCC)cn2CC,-0.7%,9
Cc1ccccc1NC(=O)C1CCN(c2cc(-c3ccccc3)nc3ncnn23)CC1,5.9%,nt
Cc1ccccc1N1C(=O)C2ON(c3ccccc3)C(c3ccncc3)C2C1=O (stereo not drawn),-2.2%,-6
COc1cc2c(cc1OC)C(C)N(C(=O)c1cc3n(n1)C(C(F)(F)F)CC(c1ccco1)N3)CC2 (stereo not drawn),3.2%,-8
O=C(NCc1ccccn1)C(=O)NCC(c1ccco1)N1CCOCC1 (stereo not drawn),-2.7%,7
COC(=O)C1=C(C(=O)OC)[C@@H]2Nc3ccccc3[C@@]23C[C@@H](C(=O)OC)N(C(=O)c2cccs2)C3=N1,-1.5%,nt
CN(C)S(=O)(=O)c1cc(NC(=O)COC(=O)c2ccc3c(c2)OCO3)ccc1Cl,-3.3%,?
O=C(NCc1ccco1)c1cccc(S(=O)(=O)N2CCc3ccccc32)c1,-1.1%,7
N#C/C(=N\Nc1ccc(Cl)cc1)C(=N)N1CCCCCC1,-0.2%,-9
CCn1c(C)nc2cc(C(=O)NNS(=O)(=O)c3ccccc3F)ccc21,nt,-20
COc1ccc2c(c1OC)C(=O)OC2Nc1nc(-c2cc3cc(Br)ccc3oc2=O)cs1 (stereo not drawn),0.4%,6
COc1ccc2nc(SCC(=O)Nc3cc(C)on3)[nH]c2c1,6.0%,-40
CCCCNC(=O)COC(=O)c1ccccc1F,-0.5%,nt
CCN(CC)CCCNc1nc2cc(OC)c(OC)cc2c2nc(-c3ccccc3)nn12,-8.6%,nt
Cc1ccc(C)c(-n2c(SCC(=O)N3CCC(C(=O)O)CC3)nnc2-c2cccc(Cl)c2)c1,2.9%,-10
CCN1C(=O)N[C@@H](c2ccccc2)[C@H](C(C)=O)[C@H]1C,2.1%,nt
NC(=O)COc1ccc(NC(=O)OCc2ccccc2)cc1,4.7%,2
CCOC(=O)c1c(NC(=O)CCl)sc(CN(C)C)c1-c1ccccc1,0.4%,3
OCC1(Cc2ccccc2)CCN(Cc2cnn(-c3ccccc3F)c2)CC1,4.8%,-4
O=C1/C(=C/c2ccc(F)c(F)c2)CSc2sccc21,5.5%,-3
Cc1noc(C)c1S(=O)(=O)N1CCC(C(=O)N2CCN(c3ccccc3Cl)CC2)CC1,-0.4%,nt
CCOc1cc2c3c(c1)C(C)CC(C)(C)N3C(=O)C2=O (stereo not drawn),-4.0%,-5
Cc1[nH]nc2c1C1(CCN(C(=O)OCc3ccccc3)CC1)C(C#N)=C(N)O2,4.5%,nt
OCC1(Cc2cccc(F)c2)CCN(Cc2cccc3nccnc23)CC1,-1.2%,nt
CNc1cc(CSC)nc(SCc2ccc(Cl)cc2Cl)n1,1.6%,10
CCN(CC)c1ccc(C(=O)OCC(=O)c2ccco2)cc1,-1.3%,nt
Cc1ccc(/C=N\NC(=O)CCc2n[nH]c(=O)[nH]c2=O)o1,0.7%,-9
CCCCOc1ccc(S(=O)(=O)NC(=O)NCc2ccc(OCCC)cc2)cc1,2.6%,nt
Cc1cc(=O)oc2c(C)c(OCC(=O)N(C)C)ccc12,6.7%,4
CCC(CC)NC(=O)COC(=O)c1cc(SC)ccc1Cl,-0.1%,8

# One compound at a time, as listed above. Values in the order: GlmU inhibition, Mtb RmlCD inh
# COc1ccc(NC(=O)COC(=O)c2ccc(O)cc2)c([N+](=O)[O-])c1 is listed with -4.8%, -12
# CCN(CC)c1ccc(C(=O)OCC(=O)c2ccco2)cc1 is listed with -1.3%, nt
# Cc1ccc2[nH]c(C(=O)O)c(NC(=O)CN3CCN(c4cccc(C)c4C)CC3)c2c1 is listed with 6.5%, nt
# CCc1nccn1S(=O)(=O)c1ccc(Br)cc1Br is listed with 2.7%, 7
# COC(=O)C1=C(C)N=C2SCCC(=O)N2C1/C=C/c1ccccc1 (stereo not drawn) is listed with 7.9%, nt

# Following part
SMILES,GlmU inhibition,Mtb RmlCD inh
Cc1cc(C(=O)COC(=O)CN(C)S(=O)(=O)c2ccc(Cl)cc2)c(C)n1CC1CCCO1 (stereo not drawn),-0.4%,8
CCN1CCc2c(sc3c2c(NCc2ccco2)nc2nnnn23)C1,-6.3%,nt
Cc1cc(C)c(S(=O)(=O)NC(C)C)c(C)c1-n1cnnn1,6.9%,44
COCc1cc(=O)[nH]c2cc(NC(=O)C(C)(C)CCl)c(C)cc12,2.9%,-4
COc1cccc(CNc2nc3nc4c(c(=O)n3[nH]2)CCC4)c1,8.0%,nt

# Assay outcomes (PubChem BioAssay)

# Only part of the results is shown. The share of hits here may be higher or lower than overall.
